# Source: PubChem (The Scripps Research Institute Molecular Screening Center)
# CHO-K1 Ca ag: counter-screen for M1 agonists: effect in parental CHO-K1 cells; 0.48% of 360,000 active; Fluo-8 calcium fluorescence; scaled to maximal ATP response, vehicle zero; activation, % at 3 µM; in the data active means activation above about 15%;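 further: untransfected CHO-K1 host cells lacking M1 receptor as counterscreen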
# OXTR potentiate: human OXTR potentiation; CHO-OTR cells, Fluo-8 calcium fluorescence, potentiator mode; 0% = oxytocin EC15, 100% = EC100; 0.061% of 320,000 active; P30559; activation, % at 3 µM;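 active means activation above that plate's cutoff, the mean activation of tested compounds plus 3 SD, cut at about 6.6% in these data, passing the limit was not always enough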;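 further: 100% uses oxytocin at 75 nM as the full agonist control; some results filed as inactive read as strong as hits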
# Target sequence (P30559 whole entry, looked up): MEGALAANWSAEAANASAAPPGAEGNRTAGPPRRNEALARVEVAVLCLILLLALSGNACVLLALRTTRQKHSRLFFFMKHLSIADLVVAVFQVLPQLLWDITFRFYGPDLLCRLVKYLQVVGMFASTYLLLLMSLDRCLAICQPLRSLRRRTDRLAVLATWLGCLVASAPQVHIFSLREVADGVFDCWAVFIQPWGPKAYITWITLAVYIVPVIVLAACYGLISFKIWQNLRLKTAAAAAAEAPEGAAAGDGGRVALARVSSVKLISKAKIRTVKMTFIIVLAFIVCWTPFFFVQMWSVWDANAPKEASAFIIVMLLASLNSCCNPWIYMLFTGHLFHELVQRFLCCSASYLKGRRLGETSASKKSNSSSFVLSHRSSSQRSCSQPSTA
#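 Assay system: CHO cell line stably expressing human OTR. Reagent: EC15 oxytocin agonist. Dosing: single dose, 3.0 µM nominal final compound concentration. Timing: compound 6 min at room temperature before oxytocin, 100 s read. Signal: kinetic Fluo-8 calcium fluorescence. Controls: oxytocin EC15 low and EC100 high.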
# CHRM1 agonist: agonists of human M1 muscarinic receptor | activation, % at 3 µM | 0.33% of 360,000 active | P11229 | AID 588814 | CHO-K1 hM1, Fluo-8 calcium fluorescence, agonist mode; 0% DMSO, 100% acetylcholine EC100;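 active means activation above the run's mean compound activation plus 3 SD, cut at about 16% in these data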;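 further: peak over basal fluorescence ratio within a 140 s kinetic read after compound addition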
# Target sequence (P11229 whole entry, looked up): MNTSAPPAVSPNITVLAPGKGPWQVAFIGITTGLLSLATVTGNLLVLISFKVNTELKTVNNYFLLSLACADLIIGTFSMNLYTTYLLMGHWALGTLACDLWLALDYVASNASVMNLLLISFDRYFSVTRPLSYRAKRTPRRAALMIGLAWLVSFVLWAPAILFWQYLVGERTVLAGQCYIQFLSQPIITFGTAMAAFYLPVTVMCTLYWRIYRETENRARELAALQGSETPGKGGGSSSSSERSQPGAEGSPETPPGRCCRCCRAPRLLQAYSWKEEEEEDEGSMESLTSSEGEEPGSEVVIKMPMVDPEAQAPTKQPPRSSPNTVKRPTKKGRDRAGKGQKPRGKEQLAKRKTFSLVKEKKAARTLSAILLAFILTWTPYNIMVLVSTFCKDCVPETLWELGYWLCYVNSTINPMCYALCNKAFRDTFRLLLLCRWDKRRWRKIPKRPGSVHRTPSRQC
# CHO-K1 Ca PAM: counter-screen for M1 PAMs: effect in parental CHO-K1 cells | ATP EC20, Fluo-8 calcium fluorescence; 0% at ATP EC20, 100% at ATP max | 0.02% of 360,000 active | AID 602247 | activation, % at 3 µM;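 active means activation above the run cutoff, the mean activation of all test compounds plus 3 SD, cut at about 40% in these data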;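 further: peak over basal fluorescence ratio in a 140 s read after ATP addition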
# TAAR1 ag: agonists of human TAAR1 | Q96RJ0 | CHO RD-HGA16 TAAR1, Fluo-8 calcium fluorescence; vehicle wells 0%, saturating PEA agonist 100% | activation, % at 3 µM | 0.99% of 360,000 active | AID 624467;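 active means activation above the mean activation of all test compounds in the run plus 3 SD, cut at about 38% in these data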
#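 Test system: RD-HGA16 (CHO) cells co-expressing Gα16 and hTAAR1; dosing: one-point dosing at 3 µM (nominal); timing: 17-24 h seeding, 75 min 37 °C dye, 30 min RT; signal: kinetic Fluo-8 calcium fluorescence; read-out basis: % activation relative to PEA EC100 response; controls: DMSO and PEA EC100; replicates: n 1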
# M1 antag: antagonists of human M1 muscarinic receptor. inhibition, % at 3 µM. 1.3% of 360,000 active. P11229. CHO-K1 hM1, Fluo-8 calcium fluorescence, ACh EC80 antagonist. AID 588852;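 active means percent inhibition above its own plate's cutoff, namely the mean of that plate's compound wells plus 3 SD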;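 further: peak over basal fluorescence ratio during 140 s after agonist addition; 0% = ACh EC80 plus DMSO and 100% = DMSO alone without agonist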
# TAAR1 antagonist: human TAAR1 antagonism | Q96RJ0 | CHO RD-HGA16 TAAR1, Fluo-8 calcium fluorescence, antagonist | inhibition, % at 3 µM | 1.5% of 360,000 active | AID 624466;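 active means inhibition above a per-plate cutoff, the mean inhibition of test compounds on that plate plus 3 SD, cut at about 49% in these data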;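 further: 0% = DMSO plus EC80 beta-PEA response and 100% = DMSO alone without agonist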
#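 Material: CHO RD-HGA16 cells bearing hTAAR1; compound dosing: one-point dosing, 3 µM nominal final; schedule: dye loading 75 min at 37 °C, then 30 min room temperature; measured by: calcium fluorescence with Fluo-8; control set: vehicle and agonist controls; replication: n of 1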
# CHO-K1 Ca antag: counter-screen for M1 antagonists: effect in parental CHO-K1 cells. inhibition, % at 3 µM. ATP-induced calcium, Fluo-8 fluorescence. 0.6% of 360,000 active;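 active means inhibition above a per-plate cutoff, the plate's mean sample inhibition plus 3 SD, cut at about 24% in these data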;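 further: 0% = DMSO plus EC80 ATP and 100% = DMSO alone without ATP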
# CHO parental Ca: counter-screen for OX1R antagonists: effect in parental CHO cells; parental CHO-K1, ATP-induced calcium, Fluo-8 fluorescence; inhibition, % at 5.6 µM; 0.63% of 330,000 active; AID 463079;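 active means inhibition above that plate's mean sample inhibition plus 3 SD, cut at about 26% in these data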;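 further: 0% = ATP-challenged DMSO wells and 100% = DMSO wells without ATP; some compounds past the cut are filed as inactive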
#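 Test system: untransfected parental CHO cell line; also added: ATP stimulus; dosing: 5.6 µM, single dose; signal: calcium-sensitive Fluo-8 fluorescence; measure: percent inhibition of ATP-evoked calcium rise, normalized to controls; benchmarks: low control ATP plus DMSO, high control DMSO only; replication: one well per compound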
# * = called active by the depositor; . = no result given; & = joins results of further samples.
SMILES	CHO-K1 Ca ag	OXTR potentiate	CHRM1 agonist	CHO-K1 Ca PAM	TAAR1 ag	M1 antag	TAAR1 antagonist	CHO-K1 Ca antag	CHO parental Ca
Cc1cc(C(=O)N/N=C/c2cc(Cl)cc([N+](=O)[O-])c2O)c2ccccc2n1	0.5	-5	-7	3	3	-8	7	-3	0
CC(=O)Oc1ccc(/C=C2\N=C(C3CCCCC3)OC2=O)cc1	0.2	-11	-2	13	1	-7	-20	-13	-3
CC(C)C[C@H]1CN=C(Nc2ccccc2)N1CCCC1CCCCC1	7.1	-12	-3	20	58*	12	15	0	-21
COc1ccc(CNC(=O)C2CCCN(S(=O)(=O)c3ccc(F)cc3)C2)cc1 (configuration not stated)	3.0	-1	-3	1	4	-1	-30	-4	-14
CCOC(=O)C1(Cc2ccccc2C(F)(F)F)CCN(C(C)COC)CC1 (configuration not stated)	0.8	-2	-6	-18	10	10	-15	3	-19
O=C(/C=C/Nc1ccc(S(=O)(=O)Nc2cnc3ccccc3n2)cc1)c1ccccc1	-0.1	-3	-3	-16	8	-6	1	7	0
CCOc1ccc(C(=O)COC(=O)Cn2[nH]c(=O)c3ccccc3c2=O)cc1	7.9	.	-2	-8	4	3	5	6	.
CCN(CCCNC(=O)c1ccc(N2CCCC2=O)cc1)c1cccc(C)c1	3.8	-22	0	-3	12	-4	7	10	-20
CC(=O)NC1(c2ccccc2)CCN(CC(=O)N2CCC(C)CC2)CC1	-0.3	-8	-16	2	-1	0	8	-10	-7
CC1=CC(C)(C)NC(=S)N1c1ccc(N(C)C)cc1	2.5	.	-6	25	3	-18	-23	-12	.
O=C(CCN1C(=O)COc2ccccc21)NCCCN1CCCC1	-0.6	-13	-6	-16	1	-12	-8	18	-11
N#Cc1c(-c2ccc(Cl)cc2)nc2n(c1=O)CCCS2	1.7	-2	-4	5	1	17	-11	-10	-1
CC(=O)Nc1ccc(NC(=O)CSc2nnc(-c3ccc(NS(C)(=O)=O)cc3)n2C)cc1C	0.4	-5	-2	11	8	7	-15	2	-12
COCCN(C(=O)COC(=O)/C=C/c1ccc(C)o1)c1c(N)n(Cc2ccccc2)c(=O)[nH]c1=O	0.7	3	-1	10	2	-26	-14	-7	-4
Cc1ccc(-c2nc(CCN3C(=O)c4ccccc4C3=O)cs2)cc1	1.4	1	-5	19	3	1	5	-4	-10

# Compound profiles, from the list above. Order of screens: CHO-K1 Ca ag	OXTR potentiate	CHRM1 agonist	CHO-K1 Ca PAM	TAAR1 ag	M1 antag	TAAR1 antagonist	CHO-K1 Ca antag	CHO parental Ca
# Cc1cc(C(=O)N/N=C/c2cc(Cl)cc([N+](=O)[O-])c2O)c2ccccc2n1 across the screens: 0.5	-5	-7	3	3	-8	7	-3	0
# O=C(CCN1C(=O)COc2ccccc21)NCCCN1CCCC1 across the screens: -0.6	-13	-6	-16	1	-12	-8	18	-11
# CC(=O)Nc1ccc(NC(=O)CSc2nnc(-c3ccc(NS(C)(=O)=O)cc3)n2C)cc1C across the screens: 0.4	-5	-2	11	8	7	-15	2	-12
# CC(C)C[C@H]1CN=C(Nc2ccccc2)N1CCCC1CCCCC1 across the screens: 7.1	-12	-3	20	58*	12	15	0	-21

# (cont.)
SMILES	CHO-K1 Ca ag	OXTR potentiate	CHRM1 agonist	CHO-K1 Ca PAM	TAAR1 ag	M1 antag	TAAR1 antagonist	CHO-K1 Ca antag	CHO parental Ca
NC(=O)COc1ncn(-c2ccccc2)n1	-0.5	-12	2	13	2	-15	-10	-4	-10
N#Cc1c2n(c(=S)n(-c3ccc(F)cc3)c1=O)CCCCC2	-0.6	-12	-2	2	5	-1	-5	15	-8
COC(=O)[C@@]1(Sc2ccc(C)cc2)CC(=O)N(c2ccccc2)[C@@H]1c1ccccc1	6.1	.	.	-5	8	.	95*	10	.
Fc1ccc(-c2ccc(Nc3cccc(F)c3)nn2)cc1	0.7	-6	-5	4	1	-6	30	-7	44*
Cc1cc2occ(CC(=O)N(C)CC(=O)Nc3cccc(F)c3)c2cc1C	1.3	-12	-1	-10	-1	9	-8	-3	-8
O=C(NC(=S)Nc1nc2c(s1)CCCC2)c1ccccc1	-0.1	0	-1	-6	6	7	-8	7	-9
O=C1c2ccccc2S(=O)(=O)N1Cc1cccc(S(=O)(=O)N2CCOCC2)c1	2.8	-18	-2	1	7	5	4	-4	-15
CC(C)N(Cc1nc(-c2ccc(Cl)cc2)no1)C(=O)c1cccs1	0.2	-2	-7	-12	2	23	7	20	-16
CSc1nc(C)cc(SCCO)n1	0.0	-1	-4	2	7	-9	9	-8	-10
CN(C)S(=O)(=O)N1CCC(Oc2ccc(C(=O)NCc3cnn(C)c3)cc2)CC1	5.4	-7	-6	-8	6	-4	5	-18	15
CCN1C(=O)CC(N2CCOCC2)C1=O (configuration not stated)	-0.2	4	-1	-5	6	1	2	4	-4
CCOC(=O)C1CCN(S(=O)(=O)c2ccc(-c3cc(C(F)(F)F)n(C)n3)s2)CC1	0.5	-5	-4	4	1	-20	0	1	-15
COc1cc(Cn2c(-c3ccc(O)c(OC)c3)nc3ccccc32)ccc1O	1.7	-4	0	-5	3	-18	-8	12	-11
O=C(NCc1ccco1)C1Cc2ccccc2CN1S(=O)(=O)c1ccccc1F (configuration not stated)	1.3	-5	-3	25	0	-7	-23	-9	-19
Cn1ncc([N+](=O)[O-])c1C(=O)N1CCCCCC1	-0.3	.	-3	-10	1	8	-22	-1	.

SMILES	CHO-K1 Ca ag	OXTR potentiate	CHRM1 agonist	CHO-K1 Ca PAM	TAAR1 ag	M1 antag	TAAR1 antagonist	CHO-K1 Ca antag	CHO parental Ca
CSc1nnc2c(n1)OC(c1ccc(C(=O)O)cc1)N(C(C)=O)c1ccccc1-2 (configuration not stated)	0.0	-1	-1	0	0	-10	-2	-7	-5
O=C(Nc1ccc(F)cc1)c1ccc(Br)c(S(=O)(=O)N2CCOCC2)c1	8.5	-15	0	2	14	4	26	7	-6
Cc1cc(C)c(C(=O)COC(=O)c2nn(C)c(=O)c3ccccc23)cc1C	0.4	-1	-1	18	4	5	9	-7	-23
CCOc1ccccc1NC(=O)N1CCc2ccccc2C1	2.5	1	-3	5	41*	-5	4	-1	-21
COC(=O)c1c(N)n(-c2ccc(NC(C)=O)cc2)c2nc3ccccc3nc12	0.4	-8	-4	6	6	-14	14	-4	-12
S=C(NCc1ccco1)N1CCN(c2cccc(Cl)c2)CC1	2.8	-21	-4	7	3	1	-4	-4	-4
NS(=O)(=O)c1ccc(N=Nc2c(O)[nH]c3ccc(Br)cc23)cc1	0.3	-1	-5	4	6	5	14	3	2
C=C(C)CSc1nnc(-c2cccc(Cl)c2)n1N	-0.3	-2	-6	-8	-1	2	11	13	-15
Cc1ccc(NC(=O)c2cc(S(=O)(=O)N3CCOCC3)ccc2F)c(C)c1	1.8	-4	-6	7	2	5	8	0	-13
CN1CCN(C2=CC3=CC(=C(C#N)C#N)CCC3CC2)CC1 (configuration not stated)	522*	.	896*	-25	.	103*	.	85*	.
Cc1cc(NC(=O)COC(=O)c2ccc(NS(=O)(=O)c3ccc(C)c(C)c3)cc2)no1	1.6	-12	7	2	37	-3	19	3	4
COc1ccc(NC(=O)NNC(=O)COc2cc(C)c(Cl)c(C)c2)c(OC)c1	1.8	-3	-3	22	1	-7	-17	-13	-3
Cc1ccc(C(=O)NCCCNC(=O)COc2ccc(Cl)cc2)cn1	0.9	-2	1	12	-1	7	-2	-6	-4
CN(C(=O)CN1CCN(c2ccccc2F)CC1)C1CCCc2ccccc21 (configuration not stated)	1.3	-8	-2	-2	2	-3	-7	5	-18
COc1ccc(-c2nc(C)sc2CC(=O)O)cc1	0.4	-14	-2	19	6	-16	4	-7	13

# Only CHO-K1 Ca ag, CHO-K1 Ca PAM and M1 antag (three entries from above):
SMILES	CHO-K1 Ca ag	CHO-K1 Ca PAM	M1 antag
Fc1ccc(-c2ccc(Nc3cccc(F)c3)nn2)cc1	0.7	4	-6
Cc1cc2occ(CC(=O)N(C)CC(=O)Nc3cccc(F)c3)c2cc1C	1.3	-10	9
O=C(NC(=S)Nc1nc2c(s1)CCCC2)c1ccccc1	-0.1	-6	7

# (further entries)
SMILES	CHO-K1 Ca ag	OXTR potentiate	CHRM1 agonist	CHO-K1 Ca PAM	TAAR1 ag	M1 antag	TAAR1 antagonist	CHO-K1 Ca antag	CHO parental Ca
O=C(Cn1nnc(-c2ccccc2)n1)N/N=C/c1cccc([N+](=O)[O-])c1	-0.4	-2	-9	20	3	-16	-13	-12	-17
CC(NC(=O)c1cccs1)C(S)c1ccccc1 (configuration not stated)	0.2	-6	-5	0	2	-3	17	-5	-4
COc1ccc(S(=O)(=O)N(CC(=O)NCc2ccco2)c2ccccc2)cc1OC	1.3	-4	-3	10	9	-6	-9	-3	-11
O=C(CCNC(=O)c1ccc(Br)cc1)NNC(=O)COc1ccccc1F	0.1	-7	-3	26	3	-8	9	-14	-6
COc1cc(OC)nc(NC(=S)NC(=O)c2ccccc2)n1	0.5	-4	-4	26	1	-3	-15	-11	-12
O=C(NCCCN1CCOCC1)c1ccc2c(c1)N(Cc1cccc(Cl)c1)C(=O)c1ccccc1S2=O (configuration not stated)	1.4	-11	-4	22	3	10	-4	-3	-21
COCC(=O)N(Cc1cc2ccc(C)cc2[nH]c1=O)c1ccccc1C	0.4	-13	1	2	3	-7	-15	2	-9
CCOC(=O)c1ccccc1NC(=O)c1cccc2c1C(=O)N(C1CCN(C(=O)OCC)CC1)C2	0.4	-1	-6	15	0	1	12	-11	-4
N#Cc1ccc(NCC(=O)Nc2ccc(S(=O)(=O)N3CCCCC3)cc2)cc1	4.3	-5	-2	14	39*	5	21	-12	5
O=C(O)CCCNC(=O)C(c1ccccc1)c1ccccc1	0.4&-0.4	-1&-1	-7&-2	20&0	1&3	-6&-8	5&2	-6&9	3&-10
CCOc1ccc(N(CC(=O)Nc2cccc(C)c2C)S(=O)(=O)c2c(C)[nH]c(=O)[nH]c2=O)cc1	-0.1	-9	-4	10	1	-26	-16	-15	-20
